From PubChem
E coli WT exp – E. coli BW25113 growth inhibition, expanded screen. OD600 absorbance. 98,000 compounds, 0.15% hits. growth inhibition, % at 100 µM;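 active means growth inhibition above about 50% at one test dose, limit read from the data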;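 further: growth measured after 20 h incubation at 37 °C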
PLK1 kinase inh – PLK1 (human) kinase inhibition. AID 619. inhibition, % at 10 µM. 97,000 compounds, 0.53% hits. P53350. recombinant PLK1 kinase, TR-FRET peptide phosphorylation;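 active means inhibition of 50% or more in the single-concentration screen; inactive means inhibition below 50%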;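 further: 0% = DMSO max control and 100% = H-89 dihydrochloride min control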
HUVEC tox IL1B – HUVEC cytotoxicity counter-screen, IL-1B stimulated. HUVEC cell count loss, Hoechst imaging. cell count reduction, % at 2 µM. 94,000 compounds, 0.41% hits. AID 845;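 active means cell count reduction more than 3 SD above the screen-wide mean, cut at about 70% in these data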;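 further: normalized per plate to untreated control cells as the no-loss baseline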
VCAM1 TNFa inh – reduces TNF alpha induced VCAM1 expression in HUVEC | inhibition, % at 2 µM | 95,000 compounds, 0.48% hits | HUVEC TNFa-induced VCAM-1 immunofluorescence, high-content imaging;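 active means inhibition above the batch mean plus 3 SD, with images confirmed as a hit by eye, cut at about 37% in these data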;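 further: 0% = TNF-stimulated DMSO wells and 100% = unstimulated control wells; not every result past the cut was called active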
PLK1 PBD inh – inhibitors of human Plk1 polo box domain binding; Plk1 PBD phosphopeptide binding, fluorescence polarization; inhibition, %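 (tested at about 20 µM)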; 97,000 compounds, 0.13% hits; in the data active means inhibition above about 34%, passing the limit was not always enough
DAT uptake mod – human DAT dopamine uptake with cocaine, either direction. B-score at 10 µM. 110,000 compounds, 1.3% hits. Q01959. LLC-PK1 hDAT cells, [14C]-dopamine uptake with cocaine IC80; actives deviate in either direction;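 active means Z score or B-score, a plate-position-corrected score, falls beyond the plate's 99.7% confidence bounds, in either direction; inactive means both scores lie inside the 99.7% bounds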;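 further: scored against the spread of the other compound wells on the same plate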
Target sequence (Q01959 whole entry, looked up): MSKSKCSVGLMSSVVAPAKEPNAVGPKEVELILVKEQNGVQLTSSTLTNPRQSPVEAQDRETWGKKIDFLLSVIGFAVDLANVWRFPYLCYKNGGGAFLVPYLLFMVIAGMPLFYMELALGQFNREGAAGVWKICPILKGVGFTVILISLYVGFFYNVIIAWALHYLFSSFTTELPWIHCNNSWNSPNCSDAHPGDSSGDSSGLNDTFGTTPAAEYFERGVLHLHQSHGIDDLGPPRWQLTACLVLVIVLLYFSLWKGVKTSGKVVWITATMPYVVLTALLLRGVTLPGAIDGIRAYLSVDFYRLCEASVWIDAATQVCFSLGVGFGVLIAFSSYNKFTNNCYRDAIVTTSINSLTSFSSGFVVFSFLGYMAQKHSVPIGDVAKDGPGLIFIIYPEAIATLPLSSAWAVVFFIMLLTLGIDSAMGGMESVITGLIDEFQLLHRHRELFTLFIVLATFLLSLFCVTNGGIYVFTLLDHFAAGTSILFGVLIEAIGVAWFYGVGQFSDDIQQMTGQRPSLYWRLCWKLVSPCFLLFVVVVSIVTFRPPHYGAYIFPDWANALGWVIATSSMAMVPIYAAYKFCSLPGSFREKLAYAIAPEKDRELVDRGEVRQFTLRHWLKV
HUVEC tox TNFa – toxic to HUVEC cells under TNF alpha stimulation. HUVEC TNFalpha-stimulated, Hoechst cell count, imaging. cell count reduction, % at 2 µM. 93,000 compounds, 0.17% hits. AID 848;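 active means cell count reduction exceeding the screen mean by over 5 SD, scaled to untreated wells per plate, cut at about 78% in these data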;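 further: cells counted after 24 h of TNF alpha exposure following the 1 h pretreatment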
F-actin modifier – modifiers of cytoskeleton assembly. inhibition, % at 2 µM. HUVEC TNFa F-actin phalloidin imaging, high content. 91,000 compounds, 0.18% hits;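 active means inhibition above the batch mean plus 3 SD and confirmed as a hit by visual image inspection, cut at about 30% in these data, passing the limit was not always enough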; further: strong numbers were not always called active
sEH inh – blocks human soluble epoxide hydrolase activity; P34913; recombinant human sEH enzymatic activity assay; inhibition, % at 2 µM; 91,000 compounds, 0.34% hits; in the data active means inhibition above about 80%; further: values of inactives mirror those of a sister screen read the other way; many of its hits are not listed in these tables
Starred values were filed as active, the others as inactive; · = no result given.

SMILES	E coli WT exp	PLK1 kinase inh	HUVEC tox IL1B	VCAM1 TNFa inh	PLK1 PBD inh	DAT uptake mod	HUVEC tox TNFa	F-actin modifier	sEH inh
CC(=O)Nc1ccc(OC(=O)c2cc([N+](=O)[O-])ccc2Cl)cc1	-2	-5	-3	-16	-5	0.052	·	-2	18
Fc1ccc(CSc2nc3ccccc3[nH]2)cc1	37	-19	15	-8	-19	·	-15	6	3
COc1ccc(OC)c(S(=O)(=O)Nc2ccc(Oc3ccccc3)cc2)c1	-5	-7	14	16	-11	1.8	-15	-10	-4
CCc1ccccc1NC(=O)CN1CCC(NC(=O)COC)CC1	2	-11	-2	-3	12	1.8	-11	-6	9
N#C/C(=C(\O)Cc1ccccc1)c1nc2ccccc2[nH]1	-1	-9	10	27	19	0.071	12	13	3
COc1ccc(-c2c[n+]3c4n2CCCCC4=C(c2ccc(Br)cc2)C3)cc1	12	-19	16	-2	3	·	-14	-14	1
CCOC(=O)C1CCN(c2c(N3CCCCCC3)c(=O)c2=O)CC1	1	1	10	13	12	0.36	-14	-1	4
CC1(C)N=C(N)NC(Nc2cccc(Br)c2)=N1	21	7	6	0	4	-1.1	7	0	-4
NNC(=O)C1CCCn2c1nc1sc3c(c1c2=O)CCCC3 (stereo unspecified)	7	-5	-10	4	8	0.48	-24	12	-10
O=C(Nc1ccc(Br)cc1F)C1CCN(c2nnc(-n3cccc3)s2)CC1	-14	-13	-5	10	-1	-0.7	-20	-2	10
Cc1cc(NC(=O)CCC(=O)N(CC(=O)NC2CCCC2)c2cccc(C)c2C)no1	·	-8	19	-1	-14	0.73	-28	5	-2
Nc1nnc(-c2ccco2)s1	2	-6	2	0	-4	-1	-12	·	-2
O=S(=O)(Nc1ccc(S(=O)(=O)N2CCCCC2)cc1)c1ccc(Br)s1	0	-13	-27	-10	8	-2.1	-7	-8	6
Cc1ccc2[nH]c(=O)c(C(c3nnnn3Cc3ccccc3)N3CCc4ccccc43)cc2c1 (stereo unspecified)	-8	-2	2	4	-20	0.33	3	·	17
Cc1cc(NC(=O)C2CCCCC2)nc2c1c(=O)oc1ccccc12	2	9	12	-22	-29	·	12	-23	-9
O=C(NCc1cccnc1)C(C(=O)c1ccc(F)cc1)n1ccccc1=O (stereo unspecified)	-1	1	13	-8	-13	-0.82	21	-20	2
O=C(CSc1nc2c(sc3ccccc32)c(=O)n1CCO)NCC1CCCO1 (stereo unspecified)	3	0	6	-18	5	-0.12	-15	-7	3
COc1ccc(-c2cc(-c3ccccc3)c(C#N)c(S(C)(=O)=O)n2)cc1	-6	-19	13	6	-2	-1.9	13	13	-10
CC(C)(C)C(=O)[C@@H]1[C@@H]2C(=O)N(c3ccc4c(c3)OCCO4)C(=O)[C@@H]2C2c3ccccc3C=CN21 (stereo partly specified)	3	-1	-18	-6	-13	-0.11	2	-3	·
CC(C)CCNC(=O)CSc1nnc(-c2ccc(S(=O)(=O)N3CCCC3)cc2)n1C	1	-5	-122	-7	11	-0.28	-14	-16	13
CC1(C)NC(=O)N(CCCOc2ccc3c(c2)CCC3)C1=O	-2	-9	-82	-4	10	-0.083	-13	17	-19
Cc1ccc(NC(=O)c2ccc(CNc3c(N4CCOCC4)c(=O)c3=O)cc2)cc1	1	-4	-2	-9	-26	·	-12	10	·
COc1cccc(NC(=O)c2nn(C34CC5CC(CC(C5)C3)C4)cc2[N+](=O)[O-])c1	-6	-8	-1	2	-29	2	-13	14	11
Cc1nc(CS(=O)(=O)c2ccccc2)cc(Sc2ccccc2Cl)n1	4	-9	3	-1	-31	0.32	23	-36	-9
CCN(CCC(=O)Nc1ccc(Br)c(C)c1)Cc1ccccc1	28	1	-5	-2	2	0.3	-12	12	16
CCOC(=O)C1CCN(C(=O)c2sc3nc(-c4ccccc4)cn3c2C)CC1	-3	-2	-3	8	-10	·	-25	·	4
O=C(CSc1nc2ccccc2o1)NC(=O)NCc1ccco1	-5	-5	-49	-32	-1	0.45	-5	13	-6
CCc1ccc(N(C(=O)c2csnn2)C(C(=O)NC(C)(C)C)c2ccncc2)cc1 (stereo unspecified)	-1	-8	4	-2	-23	1	-1	-1	11
Cc1ccc(N(C(=O)CCC(=O)Nc2cc(C)on2)C(C(=O)NC2CCCC2)c2cccs2)cc1 (stereo unspecified)	-2	2	4	-14	3	2	-6	3	-20
Cn1c(SCc2nc3ccccc3c(=O)[nH]2)nnc1-c1ccco1	8	-6	-6	-9	14	0.26	23	-1	-1

Of the compounds above, 4 have two or more sulfur atoms.
SMILES	E coli WT exp	PLK1 kinase inh	HUVEC tox IL1B	VCAM1 TNFa inh	PLK1 PBD inh	DAT uptake mod	HUVEC tox TNFa	F-actin modifier	sEH inh
O=S(=O)(Nc1ccc(S(=O)(=O)N2CCCCC2)cc1)c1ccc(Br)s1	0	-13	-27	-10	8	-2.1	-7	-8	6
O=C(CSc1nc2c(sc3ccccc32)c(=O)n1CCO)NCC1CCCO1 (stereo unspecified)	3	0	6	-18	5	-0.12	-15	-7	3
CC(C)CCNC(=O)CSc1nnc(-c2ccc(S(=O)(=O)N3CCCC3)cc2)n1C	1	-5	-122	-7	11	-0.28	-14	-16	13
Cc1nc(CS(=O)(=O)c2ccccc2)cc(Sc2ccccc2Cl)n1	4	-9	3	-1	-31	0.32	23	-36	-9

Remaining list, next part.
SMILES	E coli WT exp	PLK1 kinase inh	HUVEC tox IL1B	VCAM1 TNFa inh	PLK1 PBD inh	DAT uptake mod	HUVEC tox TNFa	F-actin modifier	sEH inh
CCCc1nnc(SCC(=O)N2CCOCC2)n1Cc1ccco1	-5	-11	7	17	20	1.1	0	-10	8
c1cc(C2OCCN2CC2COC3(CCCC3)O2)ccn1 (stereo unspecified)	-6	-1	-17	-19	-34	1.6	-5	-2	12
Cc1cccc(OCC(=O)N(Cc2cccs2)C2CCS(=O)(=O)C2)c1 (stereo unspecified)	-1	-5	-24	-19	9	0.21	-9	12	-5
CCOC(=O)c1cn2nc(-c3ccc(OCC)cc3)cc2nc1C1CCN(C(=O)OC(C)(C)C)CC1	-10	-90	·	-14	-8	-0.84	0	-12	6
CC(C)(C)c1ccc(-c2cc(N)n[nH]2)cc1	4	-4	15	-1	-4	-0.8	-21	-4	·
O=C(CN1CCC2(CC1)OCCO2)c1ccc2cc[nH]c2c1	8	1	-22	-2	22	0.24	-15	16	·
O=C(c1ccc(Cl)cc1)N1CCC(c2nc(-c3cccs3)no2)CC1	1	-4	8	-6	-12	-0.26	-12	-13	-10
COc1ccc(CNC(=O)C23CN(Cc4ccccc4)CC2C(c2ccc([N+](=O)[O-])cc2)=NO3)cc1 (stereo unspecified)	-10	-12	0	10	-13	-0.018	2	12	9
O=C(c1ccc(Cl)s1)N1CCc2ccccc21	6	-6	-26	-13	9	0.057	-15	2	2
Cc1nc2ccccn2c1C(=O)NCc1ccc2c(c1)OCO2	4	0	38	4	-5	-0.16	-17	0	-5
CCCCCN1CC(O)=C(c2nc(-c3ccc(Cl)cc3)cs2)C1=N	-3	-4	-4	4	-10	-0.83	10	-30	-11
CN(CCOc1ccccc1)c1ccc(S(=O)(=O)N2CCCCC2)cn1	-11	-14	·	2	-31	-0.023	-8	4	-2
Cc1cc(Cl)c(OCCCNCc2ccccc2)c(Br)c1	57*	-9	-20	-22	-7	-0.75	-14	-3	76
COc1ccc(N2CCN(CC(O)COc3ccc4c(c3)CCC4)CC2)cc1 (stereo unspecified)	4	-1	-6	16	-30	0.02	-53	·	1
O=C(NCc1ccccc1)c1ccc(S(=O)(=O)N2CCCC2)cc1	-2	-21	6	-5	29	0.077	15	-17	-23
CCOC(=O)c1c(NC(=O)c2c(-c3ccccc3)noc2C)sc(C)c1-c1ccccc1	-23	-14	-2	-13	-9	0.054	-33	-1	2
O=C(NCc1ccco1)c1ccc(C(=O)NCc2ccco2)s1	5	-15	-11	1	3	-0.11	-13	1	9
CC(C)CCN(C(=O)Nc1ccccc1)C(C)c1cccs1 (stereo unspecified)	-10	2	-23	0	10	0.075	-8	3	14
CN(c1cccc(NC(=O)COc2ccccc2)c1)S(C)(=O)=O	-3	-13	2	5	3	-0.033	-12	2	-10
O=C(NCc1ccco1)c1sc2cc(F)ccc2c1Cl	·	8	-7	-44	-16	-0.053	-7	12	5

The list goes on; it opens with the three that closed the last part.
SMILES	E coli WT exp	PLK1 kinase inh	HUVEC tox IL1B	VCAM1 TNFa inh	PLK1 PBD inh	DAT uptake mod	HUVEC tox TNFa	F-actin modifier	sEH inh
CC(C)CCN(C(=O)Nc1ccccc1)C(C)c1cccs1 (stereo unspecified)	-10	2	-23	0	10	0.075	-8	3	14
CN(c1cccc(NC(=O)COc2ccccc2)c1)S(C)(=O)=O	-3	-13	2	5	3	-0.033	-12	2	-10
O=C(NCc1ccco1)c1sc2cc(F)ccc2c1Cl	·	8	-7	-44	-16	-0.053	-7	12	5
C=CCn1c(C#N)c(N)sc1=N	-3	8	21	·	-11	-0.036	·	-22	22
CC/C(=N/Nc1ccccc1)c1cnnc(SC)n1	-12	-14	-35	4	18	-0.3	7	7	-27
CCOC(=O)c1ccc(NC(=S)Nc2ccccn2)cc1	-12	-12	9	-6	0	1.3	-7	7	-6
O=C(Nc1ccccc1)c1cc(-n2cnnc2)ccc1Cl	6	-6	-1	22	17	0.048	10	-6	10
CCOC(=O)C1CCN(c2c(NCc3ccc(C(=O)NCCOC)cc3)c(=O)c2=O)CC1	-1	-7	-14	4	16	-1.2	-14	-2	8
COc1ccc(S(=O)(=O)Cc2ccc(C(=O)N3CCN(c4ncccn4)CC3)o2)cc1	·	-20	6	4	15	·	-14	5	-30
O=C(/C=C/c1cccnc1)c1ccc(NC(=O)c2cccc(Br)c2)cc1	0	-18	-33	7	12	0.85	-12	14	35
CN1CCc2c(sc3c2c(=O)n(-c2ccccc2)c2nnc(SCc4ccc(Cl)cc4)n32)C1	0	-8	9	-2	3	1.9	-3	7	-7
C#CCSc1nnc(-c2ccccc2)c(=O)[nH]1	·	-3	2	17	-5	0.38	-5	-8	3
O=C(O)C1CCCCC1C(=O)NCCc1ccccc1 (stereo unspecified)	0	-6	19	7	13	-0.65	-10	5	5
CCN(CC1COc2ccccc2O1)C(=S)Nc1ccccc1 (stereo unspecified)	5	-19	7	4	-21	0.62	-5	20	5
CCOc1ccc2nc(-c3ccccc3)[nH]c2c1	28	-2	-12	-25	-21	1.6	-45	8	2
COc1ccc(S(=O)(=O)Nc2ccc(O)c3ccccc23)cc1	·	18	-26	-2	-5	0.3	-2	16	-3
CN(c1ccccc1C(=O)Nc1cccc(C(F)(F)F)c1)S(C)(=O)=O	-3	-12	-16	-1	-4	0.78	1	1	8
COC(=O)c1ccc(C(=O)OC)c(NC(=O)COC(=O)C2CCC(C(C)(C)C)CC2)c1 (stereo unspecified)	-4	-12	-11	12	-21	0.054	14	15	5
COC(=O)c1ccccc1NC(=O)Nc1ccc(C(=O)N2CCCC2)cc1	5	-17	-35	5	-3	1.6	-21	-4	-4
CCCS(=O)(=O)N1CCN(CC2CC=CCC2)CC1 (stereo unspecified)	7	-5	-3	3	-16	0.25	-19	-15	12
Cc1ccn2cc(CCNC(=O)c3ccc(Br)o3)nc2c1	5	-3	-26	-10	8	0.98	0	9	12
CCOC(=O)N1CCN(C(=O)C2CCC(CNS(=O)(=O)c3ccccc3)CC2)CC1 (stereo unspecified)	3	-11	-91	10	15	0.96	2	0	-20
COc1ccc(C(c2nnnn2CC2CCCO2)N2CCN(c3ccccc3)CC2)cc1 (stereo unspecified)	12	-2	2	-8	-15	-0.0096	-23	15	1
COC(=O)c1ccc(-c2nc(-c3cccs3)no2)cc1	4	-7	12	-8	4	-0.00071	30	-8	0
Cc1ccc2c(c1)N(CCC(=O)NCc1cccnc1)C(=O)CO2	0	16	-9	-1	17	-0.46	-32	2	3
CCCc1cc(C(=O)NC2CCCC2)no1	17	1	5	7	-5	-0.012	-30	15	8
CCN(CC)CCNC(=O)c1ccc(NC2=NC3CS(=O)(=O)CC3S2)cc1 (stereo unspecified)	3	-1	-3	8	-23	0.69	-27	-2	·
O=C(Nc1ccc2c(c1)OCCO2)C1CCN(S(=O)(=O)c2cccs2)CC1	-2	-3	-33	16	-8	0.58	-11	1	48
